# From PubChem
# KKLEB cytotox – CF airway cell cytotoxicity counter-screen; activity change (cytotoxicity), % at 5 µM; 360,000 compounds, 0.36% hits; AID 602141; KKLEB CF airway cells viability, ATPlite luminescence, overnight; hits give low values; cells stimulated with P. aeruginosa culture filtrate;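 active means corrected activity change at or below -50% at 5 µM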
# hiPSC survival – increases survival of single human iPS cells; AID 602274; 360,000 compounds, 0.044% hits; hiPSC single-cell survival, ATPlite luminescence; 100% = ROCK inhibitor wells, 0% = DMSO; survival enhancement, % at 20 µM; in the data active means survival enhancement above about 18%;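 further: cells exposed to compounds for 16 hours before the ATP read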
# NR2E3 ag-1 – agonists of human NR2E3 nuclear receptor | CHO-S Gal4-NCOR/VP16-NR2E3 two-hybrid, luciferase | inhibition of corepressor binding, % at 3.98 µM | 360,000 compounds, 0.35% hits | AID 602229;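 active means inhibition above the mean of all tested compounds plus 3 SD, cut at about 70% in these data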;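 further: 0% = DMSO with NR2E3 transfected cells and 100% = cells lacking NR2E3 construct; higher means lower luciferase signal from less NR2E3 corepressor binding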
# Target sequence (Q9Y5X4 whole entry, looked up, the tested form may be a part): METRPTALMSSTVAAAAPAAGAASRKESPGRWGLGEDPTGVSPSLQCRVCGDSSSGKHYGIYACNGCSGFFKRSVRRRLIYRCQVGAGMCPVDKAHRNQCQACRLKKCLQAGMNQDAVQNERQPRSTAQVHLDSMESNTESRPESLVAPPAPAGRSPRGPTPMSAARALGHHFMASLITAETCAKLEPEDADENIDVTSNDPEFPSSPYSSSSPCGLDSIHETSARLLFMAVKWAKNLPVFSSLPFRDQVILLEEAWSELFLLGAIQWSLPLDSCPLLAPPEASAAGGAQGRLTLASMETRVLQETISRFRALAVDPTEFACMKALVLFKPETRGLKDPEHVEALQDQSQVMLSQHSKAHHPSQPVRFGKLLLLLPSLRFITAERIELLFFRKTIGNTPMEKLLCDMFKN
# CF NFkB inh – cystic fibrosis NF-kB activation inhibition | KKLEB NF-kB-GFP reporter, PAF-induced, GFP fluorescence overnight | inhibition, % at 5 µM | 360,000 compounds, 0.86% hits;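 active means at least 50% inhibition at 5 µM, scaled per plate between neutral and stimulator controls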;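 further: PAF is a Pseudomonas aeruginosa culture filtrate used as stimulus; plate controls were PAF-stimulated DMSO wells for no effect and unstimulated DMSO wells for full effect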
# TWEAK-Fn14 inh – TWEAK-Fn14 signaling inhibition. 360,000 compounds, 2% hits. AID 1159606. TWEAK-stimulated Fn14 reporter cells, luciferase luminescence, 8 h. inhibition, % at 10 µM; in the data active means inhibition above about 50%
# Peg3 prom inh – Peg3 promoter activity inhibition | HeLa PEG-Prom luciferase reporter, luminescence, overnight | inhibition, % at 20 µM | 360,000 compounds, 1.7% hits | AID 588405;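 active means inhibition of at least 50% at 20 µM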
# MITF TRPM1 inh – reduces MITF-dependent TRPM1 promoter luciferase signal; SK-MEL-5 TRPM1 promoter luciferase, 24 h; inhibition, % at 12.5 µM; 330,000 compounds, 0.83% hits; AID 488899;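 active means mean inhibition across replicates of 60% or more, whatever share of single replicates reaches that level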; further: values of inactives mirror those of a sister screen read the other way
# NR2E3 ag-2 – activates human photoreceptor nuclear receptor NR2E3; inhibition of corepressor binding, % at 4.78 µM; GST-NR2E3/biotin-RetCOR TR-FRET, 1536-well; AID 2300; Q9Y5X4; 320,000 compounds, 0.12% hits;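 active means percent inhibition above the cutoff of mean plus 3 SD of all tested compounds, set per screening campaign, cut at about 20% in these data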;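 further: 0% = DMSO wells and 100% = biotin wells as full block of FRET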
#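 System: GST-NR2E3 and biotin-RetCOR proteins; probe or stimulus: 7 nM biotin-RetCOR; doses: compound at 4.8 µM, single dose; schedule: Compound–protein incubation for 5 h at 4 °C; detection: time-resolved FRET; read-out: percent inhibition; controls: biotin wells as high control, 0.6% DMSO wells as low control; format: 1536-well plates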
# aDG glyco up – increases alpha dystroglycan glycosylation | 360,000 compounds, 0.22% hits | Pro5-aDG cells, alpha-DG glycosylation AlphaScreen (IIH6); 0% Pro5, 100% B10-LARGE cell signal | activation, % at 10 µM;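 active means activation of at least 8% versus controls, or a plate z-score of at least 8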;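 further: Pro5 are CHO cells carrying HIG-tagged alpha-DG that lacks glycosylation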
# Shn3 inh set2 – inhibitors of Schnurri-3 3'UTR reporter in osteoblasts. inhibition, % at 12.5 µM. Clone20 osteoblast Shn3 3'UTR firefly luciferase, 24 h. AID 588674. 360,000 compounds, 0.52% hits;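 active means mean inhibition of at least 75% with every replicate also reaching 75%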;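 further: 0% = median of neutral control wells and 100% = pilot-screen positive control compound; some compounds past the cut are filed as inactive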
# HIF-2a inh – inhibitors of HIF-2a; 786-0 RCC cells HIF-2a reporter, luciferase luminescence, overnight; inhibition, % at 18.8 µM; 360,000 compounds, 0.72% hits;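 active means inhibition of the luminescence signal of 40% or more relative to plate controls, in a single-dose primary screen at 18.75 µM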
# * marks the source's active call; other numbers are inactive results; . = no result given.
1. Nn1c(SCC(=O)NCCc2ccc(F)cc2)nnc1C1CCCCC1
2. COc1cccc(-c2nnc3sc(-c4cccs4)nn23)c1
3. CC(C)C(=O)n1nc(-c2cccnc2)nc1NCc1ccc(F)cc1
4. COc1cc(C(C)=O)ccc1Oc1cc(NN2CCCCC2)c([N+](=O)[O-])cc1[N+](=O)[O-]
5. O=C(Nc1sc2c(c1C(=O)O)CCC2)c1ccco1
6. Cc1ccc2c(c1)nc(NCCO)n2C
7. F[B-](F)(F)c1cncc2ccccc12
8. CC(O)(c1cccc(F)c1)c1nc(-c2cc(F)cc(F)c2)cs1 (stereo not drawn)

assay / compound	1	2	3	4	5	6	7	8
KKLEB cytotox	12	-8	-10	-7	6	-3	8	-9
hiPSC survival	0.5	1.3	2.9	2.2	4.2	-1.1	-0.8	6.2
NR2E3 ag-1	-3	-59	-7	-6	-67	-18	9	-19
CF NFkB inh	2	36	16	22	6	-7	11	14
TWEAK-Fn14 inh	11	20	16	-1	6	-1	16	12
Peg3 prom inh	-21	-208	10	26	-56	-10	8	15
MITF TRPM1 inh	1	-63	6	2	-23	-5	4	.
NR2E3 ag-2	2	0	-6	6	-1	-2	.	.
aDG glyco up	0.1	0.5	0.4	-0.3	0.1	-0.1	0.1	0.5
Shn3 inh set2	-5	-39	-5	-8	-12	-9	19	-15
HIF-2a inh	5	-229	4	1	-90	-20	21	6

# Laid out differently: results already given.
cpd	molecule	KKLEB cytotox	hiPSC survival	NR2E3 ag-1	CF NFkB inh	TWEAK-Fn14 inh	Peg3 prom inh	MITF TRPM1 inh	NR2E3 ag-2	aDG glyco up	Shn3 inh set2	HIF-2a inh
1	Nn1c(SCC(=O)NCCc2ccc(F)cc2)nnc1C1CCCCC1	12	0.5	-3	2	11	-21	1	2	0.1	-5	5
2	COc1cccc(-c2nnc3sc(-c4cccs4)nn23)c1	-8	1.3	-59	36	20	-208	-63	0	0.5	-39	-229
3	CC(C)C(=O)n1nc(-c2cccnc2)nc1NCc1ccc(F)cc1	-10	2.9	-7	16	16	10	6	-6	0.4	-5	4
4	COc1cc(C(C)=O)ccc1Oc1cc(NN2CCCCC2)c([N+](=O)[O-])cc1[N+](=O)[O-]	-7	2.2	-6	22	-1	26	2	6	-0.3	-8	1
5	O=C(Nc1sc2c(c1C(=O)O)CCC2)c1ccco1	6	4.2	-67	6	6	-56	-23	-1	0.1	-12	-90
6	Cc1ccc2c(c1)nc(NCCO)n2C	-3	-1.1	-18	-7	-1	-10	-5	-2	-0.1	-9	-20
7	F[B-](F)(F)c1cncc2ccccc12	8	-0.8	9	11	16	8	4	.	0.1	19	21
8	CC(O)(c1cccc(F)c1)c1nc(-c2cc(F)cc(F)c2)cs1 (stereo not drawn)	-9	6.2	-19	14	12	15	.	.	0.5	-15	6

# New compounds follow.
9. Cc1cc(=O)oc(C)c1C(=O)Nc1ccc(F)cc1
10. CN1C(=O)CS(=O)c2ccc(C(=O)NCCC3=CCCCC3)cc21 (stereo not drawn)
11. CCn1cnc2c1c(=O)n(CC(=O)Nc1cc(C)on1)c(=O)n2Cc1ccccc1
12. CC(C)NC(=O)Nc1cccc2c1O[C@H](CN(C)C(=O)NC1CCCCC1)[C@H](C)CN([C@H](C)CO)C2=O
13. COc1cccc(NC(=O)CN(C)C(=O)c2ccc(COc3ccccc3)o2)c1
14. CN(CC(=O)Nc1ccccc1C(F)(F)F)C(=O)c1cccc(-n2cccc2)c1
15. Cc1ccc(S(=O)(=O)N(C)C[C@H]2Oc3ccc(NC(=O)Nc4c(C)noc4C)cc3CC(=O)N([C@@H](C)CO)C[C@@H]2C)cc1
16. N#Cc1ccccc1S(=O)(=O)N1CCN(c2nc(-c3ccccc3)nc3ccccc23)CC1

assay / compound	9	10	11	12	13	14	15	16
KKLEB cytotox	4	0	-3	-5	-6	3	2	3
hiPSC survival	1.4	-1.8	2.9	-2.3	-0.3	0.3	1.4	-0.9
NR2E3 ag-1	-12	48	-2	-8	-1	9	0	-22
CF NFkB inh	-27	-7	6	6	22	17	-6	-9
TWEAK-Fn14 inh	-5	6	15	1	-2	12	-3	6
Peg3 prom inh	8	-8	2	-16	4	9	4	-19
MITF TRPM1 inh	2	.	5	-1	5	-3	-3	.
NR2E3 ag-2	-1	0	2	.	0	1	.	.
aDG glyco up	0.1	0.1	-0.3	-0.5	-0.1	0.0	-0.2	-0.4
Shn3 inh set2	.	11	-4	-4	8	-8	3	-18
HIF-2a inh	12	-18	17	13	2	8	16	-49

17. Cc1cc(C)c2c3c(cn2n1)c(=O)n(C)c(=O)n3C
18. COc1ccc(N2C(=O)C3CC(C)=C(C)CC3C2=O)c(OC)c1 (stereo not drawn)
19. CC(=O)Nc1ccc(S(=O)(=O)Nc2ccc(-c3ccc4nnc(C)n4n3)cc2)cc1
20. Cc1ccc2c(c1)C(=O)CC1(CCCCCC1)O2
21. CC(C)(C)OC(=O)N[C@H](C(=O)OC(C)(C)C)c1ccc2c(c1)OCO2
22. COCCNc1nc(Oc2ccc(CC(=O)OC)cc2)c2sc(-c3ccccc3)cc2n1
23. Cc1cc(Br)ccc1NC(=O)CCSc1ccccc1
24. Cc1cc(=O)oc(C)c1C(=O)OCC(=O)c1ccc(Cl)cc1

assay / compound	17	18	19	20	21	22	23	24
KKLEB cytotox	6	-4	9	12	9	-18	15	-12
hiPSC survival	0.8	-1.5	2.2	-3.2	-1.8	-0.8	-0.3	-0.5
NR2E3 ag-1	-18	-17	-15	16	-21	0	-32	17
CF NFkB inh	-16	12	-11	-9	2	27	-8	8
TWEAK-Fn14 inh	-3	8	1	-11	-10	-3	-20	6
Peg3 prom inh	3	-8	4	-10	-2	4	-52	-129
MITF TRPM1 inh	6	13	-6	4	0	.	-25	-43
NR2E3 ag-2	-1	2	3	0	1	.	2	0
aDG glyco up	-0.1	-0.2	0.0	-0.2	0.1	-0.2	0.3	1.0
Shn3 inh set2	1	24	-11	-35	19	43	13	-6
HIF-2a inh	2	1	20	-1	5	-50	-96	-58

25. COc1ccc(N2CCOCC2)c(NC(=O)c2cccc3ccccc23)c1
26. Cc1cccc(NC(=O)c2ccc(-n3ccnc3)nc2)c1
27. CS(=O)(=O)N(CC(=O)N1CCOCC1)c1ccccc1
28. CCOc1cc(/C=C2\NC(=S)N(C)C2=O)ccc1OCc1ccc(C(=O)O)cc1
29. O=C(CCS(=O)(=O)c1ccc(Cl)cc1)Nc1nnc(-c2ccco2)o1
30. Cc1ccc(S(=O)(=O)N2C[C@H]3N(C(=O)OC(C)C)N(C(=O)OC(C)C)C[C@H](OC(=O)NCc4ccccc4F)[C@@]3(O)C2)cc1
31. Cc1cccc(N2CCN(C(=O)CCc3nc4ccccc4[nH]3)CC2C)c1 (stereo not drawn)
32. O=c1[nH]c2ccc(NC(=S)NCc3ccccc3)cc2[nH]1

assay / compound	25	26	27	28	29	30	31	32
KKLEB cytotox	11	4	-8	6	10	18	14	-5
hiPSC survival	0.3	-0.6	0.7	0.1	0.1	-1.2	-0.5	0.2
NR2E3 ag-1	9	-7	3	-13	16	32	29	22
CF NFkB inh	29	2	-13	-21	-20	11	-10	1
TWEAK-Fn14 inh	0	2	-2	23	-3	13	9	9
Peg3 prom inh	16	-34	7	14	-13	18	15	-42
MITF TRPM1 inh	6	-9	3	-1	4	.	-17	-8
NR2E3 ag-2	-1	-2	8	-6	-1	.	0	-1
aDG glyco up	-0.1	0.1	-0.1	0.0	4.9	0.3	0.0	-0.1
Shn3 inh set2	-3	-9	-3	0	-7	-14	-2	21
HIF-2a inh	4	-38	11	21	-8	-24	-2	12

33. O=C(c1ccccc1[N+](=O)[O-])N1CCc2ccccc2C1
34. COc1ccc(NC(=O)CCN2C(=O)c3cccc([N+](=O)[O-])c3C2=O)cc1
35. S=c1[nH]c2cc3ccccc3cc2[nH]1
36. CCCCc1n[nH]c(=S)n1Cc1ccccc1
37. Cc1ccc(S(=O)(=O)N2CCCCC2)cc1C(=O)NCc1ccc(S(N)(=O)=O)cc1
38. Cc1ccccc1-c1nc(CN(Cc2c(C)nn(C)c2C)C2CC2)c(C)o1
39. CCOC(=O)c1cnc(-n2nc(C)cc2C)nc1Nc1ccc(OC)cc1
40. CC(=O)OCCn1c(Br)nc2c1c(=O)[nH]c(=O)n2C

assay / compound	33	34	35	36	37	38	39	40
KKLEB cytotox	6	3	7	4	8	-5	-4	-6
hiPSC survival	0.6	2.3	0.2	-0.2	-1.0	-2.8	4.8	2.4
NR2E3 ag-1	-33	2	-129	9	-14	21	17	2
CF NFkB inh	4	-12	2	19	-8	1	-1	-14
TWEAK-Fn14 inh	-10	17	0	-8	-2	7	-1	14
Peg3 prom inh	4	0	-81	11	15	3	22	4
MITF TRPM1 inh	-2	9	1	1	-1	15	8	10
NR2E3 ag-2	3	7	0	-3	.	7	-6	1
aDG glyco up	-0.1	0.0	-0.1	-0.2	0.3	0.0	4.5	0.0
Shn3 inh set2	-12	-9	-113	-1	5	19	20	4
HIF-2a inh	6	8	-216	8	8	7	-12	9

41. O=S1(=O)CCN(Cc2ccccc2C(F)(F)F)CC1
42. CC(=O)NC(c1cccc([N+](=O)[O-])c1)c1c(OC(C)=O)ccc2ccccc12 (stereo not drawn)
43. COc1ccc(O)c(/C=N/NC(=O)CSc2nnc(C)n2-c2ccccc2)c1
44. COc1ccc(Br)cc1/C=N/NC(=O)C(c1ccncc1)N1CCOCC1 (stereo not drawn)
45. Clc1ccccc1OCc1nc(-c2ccc(Br)o2)no1
46. O=C1CCCN1CCCN=c1c([N+](=O)[O-])nn(-c2ccc(Cl)cc2)n1O
47. CCN(CC)S(=O)(=O)c1ccc(NCc2ccccc2)nc1
48. CCOc1ccc(S(=O)(=O)NC(C)C(=O)NCc2ccccn2)cc1 (stereo not drawn)
49. O=C(N[C@@H]1CCC(=O)N(CC[C@H](Sc2ccc(Br)cc2)c2ccccc2)CC1)OCc1ccccc1
50. Cn1c(-c2ccccc2[N+](=O)[O-])[n+](C)c2ccccc21
51. Cc1ccc(OCc2cc(C(=O)N3CCCC(C)C3)no2)cn1 (stereo not drawn)

assay / compound	41	42	43	44	45	46	47	48	49	50	51
KKLEB cytotox	-2	16	5	1	-6	15	-18	-6	-1	-1	4
hiPSC survival	0.6	-0.9	0.0	-0.4	2.5	-0.6	3.6	0.1	-1.3	0.9	-0.1
NR2E3 ag-1	-9	-11	-3	9	-44	-21	-13	9	-11	-8	34
CF NFkB inh	12	2	4	5	-46	-7	2	2	2	-8	15
TWEAK-Fn14 inh	-8	4	-4	12	-83	-1	3	24	16	1	12
Peg3 prom inh	23	21	5	-3	-324	-71	1	3	-1	7	-28
MITF TRPM1 inh	-7	8	21	-10	.	14	5	10	3	-2	.
NR2E3 ag-2	4	2	0	1	0	.	0	1	-2	-3	.
aDG glyco up	0.2	0.6	0.5	-0.3	-0.1	0.3	-0.1	-0.2	9.1*	-0.2	0.5
Shn3 inh set2	3	9	20	0	-74	-24	16	3	13	10	48
HIF-2a inh	13	19	8	11	-262	-58	-13	-2	3	21	-33
